Cneo AK release = Cryptococcus neoformans lysis via adenylate kinase release; C. neoformans lysis, adenylate kinase release luminescence, 4 h; normalised: neutral wells 0, clomiphene wells 100; lysis activity, % at 15 µM; 0.2% of 360,000 active;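 active means mean lysis activity across replicates of at least 80%, whatever share of replicates individually reach that level; inactive means mean lysis activity below 80%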
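Material – log-phase Cryptococcus neoformans yeast cells · Input – 5 × 10^6 yeast cells/mL · Medium – fresh YPD growth medium · Doses – single compound concentration per well · Timing – static 4 h at 37 °C with compound, 1 h detection · Detection – adenylate kinase release luminescence · Read-out – signal increase indicating cell lysis · Control set – Clomiphene as positive lysis control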
PGC1a acetyl inh = lowers PGC1a acetylation signal in U2OS cells; AlphaScreen anti-acetyl-lysine; with virally co-expressed GCN5 acetyltransferase; inhibition, % at 15.6 µM; 0.17% of 350,000 active; AID 651687;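 active means every replicate shows inhibition of at least 40%; inconclusive means mean inhibition at least 40% but some replicate below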;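 further: 0% = neutral control wells and 100% = positive control wells; some results beyond the cut were filed as inactive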
PAX8 inh HTS = PAX8 transcriptional activity inhibition. RMG-I TPO-luciferase reporter, SteadyGlo, 24 h. inhibition, % at 12.6 µM. 1.2% of 360,000 active. AID 652154;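 active means mean replicate inhibition at least 60% with every replicate also reaching 60%; inconclusive means only one of the two criteria is met; inactive means mean below 60% and not all replicates reaching 60%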;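 further: luciferase light reporting Pax8 driven TPO promoter activity; plate controls were median of neutral control wells for no effect and mitoxantrone controls for full effect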
miR122 inh = blocks miR-122 activity in Huh7 sensor cells | Huh7 miR-122 Renilla luciferase sensor, 48 h; neutral wells = 0, positive control = 100 | 0.3% of 340,000 active | AID 602342 | activation (reporter increase), % at 12.5 µM;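 active means mean replicate activation score at least 90 and every replicate individually at or above 90; inconclusive means only one of the two criteria met; inactive means neither criterion met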;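 further: higher luciferase means less miR-122 activity so hits act as miR-122 inhibitors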
FN deposition inh = fibronectin deposition inhibition. 0.086% of 350,000 active. AID 743247. AH1F fibroblasts, Alexa488-fibronectin deposition fluorescence, overnight. inhibition, % at 12.6 µM;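 active means mean inhibition across replicates of 30% or more, regardless of how many single replicates reach that level; inconclusive means mean under 30% yet at least half of replicates reach 30%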;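 further: positive control wells lacked labelled fibronectin entirely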
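Measured by – fluorescence 485/525 nm · System – AH1F fibroblast monolayer, labelled fibronectin deposition · Amount – 10000 cells per well · Buffer or medium – serum-reduced DMEM (2% serum) · Doses – single dose, pinned · Also added – fluorescent fibronectin at 24 nM final · Schedule – 1 h cell attachment, overnight exposure to compound and label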
LGR2 antag = blocks bursicon-induced cAMP signaling via Drosophila LGR2; HEK293 LGR2, CRE-luciferase, bursicon-stimulated, 4 h; inhibition, % at 9.99 µM; 0.35% of 380,000 active; AID 720647;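 active means drop in luminescence signal, shown as inhibition above about 50% in the replicate tests, limit read from the data, passing the limit was not always enough; inconclusive means probably only some replicates passing the limit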;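 further: agonist challenge used bursicon conditioned medium at about half maximal strength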
EWS-Fli block = EWS/Fli transcriptional activity inhibition; A673 NR0B1-luciferase reporter, viability-normalised; inhibition, % at 12.6 µM; 0.67% of 350,000 active;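 active means mean inhibition of at least 50% after viability correction, with every replicate also passing that limit; inconclusive means mean reaches 50% but only one of two replicates passes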;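 further: firefly luciferase signal divided by Alamar Blue viability fluorescence both relative to DMSO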
CASP6 VEID inh = inhibitors of human caspase-6; P55212; purified caspase-6, Z-VEID-R110 cleavage fluorescence; inhibition, % at 12.5 µM; 0.53% of 350,000 active; AID 686996;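 active means mean inhibition across replicates at least about 35%, with every replicate also reaching that limit, limit read from the data; inconclusive means only one of the two criteria met; inactive means neither criterion met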;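 further: 0% = median of neutral control wells and 100% = no fluorescence left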
Target sequence (P55212 24-179 limits assumed): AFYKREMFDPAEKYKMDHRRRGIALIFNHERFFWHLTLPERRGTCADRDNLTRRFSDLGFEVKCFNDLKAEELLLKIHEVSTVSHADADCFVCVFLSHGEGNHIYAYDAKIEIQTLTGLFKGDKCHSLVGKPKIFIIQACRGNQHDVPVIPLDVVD
Target sequence (P55212 194-293 limits assumed): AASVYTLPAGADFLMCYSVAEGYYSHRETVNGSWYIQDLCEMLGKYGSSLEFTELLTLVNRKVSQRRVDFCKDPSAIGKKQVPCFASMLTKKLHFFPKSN
The depositor's hits bear a star; u = inconclusive; x = no result given; [ ] = dose if it differs, or a comment.

Start of the data: the first two compounds as a preview:
Each structure is followed by: Cneo AK release, PGC1a acetyl inh, PAX8 inh HTS, miR122 inh, FN deposition inh, LGR2 antag, EWS-Fli block, CASP6 VEID inh
1: COc1ccc(NS(=O)(=O)c2ccc(-c3cnc(C4CC4)o3)cc2)cc1OC
→ 2.0, x, 56.9, 87.1, 14.6, 21.3, u, -2.1
2: Cc1cc(C(=O)NCc2ccc(Cl)cc2)n(-c2ccccc2)n1
→ x, x, 4.3, -1.5, -5.0, -20.2, 6.2, -0.5

This part in full, repeating the preview:
Each structure is followed by: Cneo AK release, PGC1a acetyl inh, PAX8 inh HTS, miR122 inh, FN deposition inh, LGR2 antag, EWS-Fli block, CASP6 VEID inh
1: COc1ccc(NS(=O)(=O)c2ccc(-c3cnc(C4CC4)o3)cc2)cc1OC
→ 2.0, x, 56.9, 87.1, 14.6, 21.3, u, -2.1
2: Cc1cc(C(=O)NCc2ccc(Cl)cc2)n(-c2ccccc2)n1
→ x, x, 4.3, -1.5, -5.0, -20.2, 6.2, -0.5
3: C[C@H](CO)N1C[C@H](C)[C@H](CN(C)C(=O)Nc2cccc3ccccc23)Oc2c(NC(=O)Nc3cccc4ccccc34)cccc2C1=O
→ -1.4, 6.3, x, -10.7[16.7 µM], x, -7.8, 15.6, 0.6
4: C/C=C/c1ccc2c(c1)O[C@@H](CN(C)Cc1cncnc1)[C@@H](C)CN([C@H](C)CO)S2(=O)=O
→ -1.8, -4.1, x, x, 2.5, -1.5, 1.5, -2.8
5: COc1ccc(F)cc1S(=O)(=O)Nc1ccc(C)cc1
→ 0.7, -8.0, x, 70.5, x, -36.4, x, x
6: C[C@H](CO)N1C[C@H](C)[C@H](CN(C)C(=O)NC2CCCCC2)Oc2ccc(NS(=O)(=O)c3ccc(F)cc3)cc2CC1=O
→ -2.3, 0.3, -2.7, 2.5[16.7 µM], x, 12.1, -3.9, 1.1
7: O=C(NCCC1=CCCCC1)c1cc(COc2c(F)cccc2F)on1
→ x, -6.1, -43.1, 2.0, 4.9, -8.9, -17.3, 2.7
8: Clc1ccc2nnc(Cl)n2n1
→ x, -7.7, 20.9, x, 3.0, -21.2, 7.5, 0.5
9: COc1ccc(C(=O)N[C@H](C(=O)Nc2cccc(S(=O)(=O)N3CCOCC3)c2)C(C)C)cc1
→ 0.9, -3.6, x, -0.7, -8.4, 8.6, 7.3, 1.7
10: COc1ccc(C(C)=O)cc1COc1ccc(-n2cnnn2)cc1
→ 2.3, -9.9, x, 0.1, x, -10.5, x, x
11: CN1C(=O)c2cc(NC(=O)c3ccc4c(c3)OCO4)ccc2OC[C@H]2O[C@H](CC(=O)O)CC[C@@H]21
→ -2.8, 2.2, -8.0, -33.3[16.7 µM], -0.1, 7.8, -1.6, x
12: COCC(=O)N1CC2(C1)CN(Cc1nccs1)[C@H](CO)c1c2c2ccc(OC)cc2n1C
→ x, 7.3, -10.2, x, 4.0, 2.3, 4.9, 0.8
13: CCN1CCCC1CNC(=O)c1ccc(N2CCOCC2)c(NS(=O)(=O)c2ccc(OC)cc2)c1 (configuration not stated)
→ x, x, -0.1, x, -2.7, -13.7, -11.4, -0.4
14: COc1ccccc1CN1CCN(S(=O)(=O)c2ccc(C)cc2)CC1
→ x, x, 4.7, x, -5.4, -19.9, 9.4, -0.3
15: Cc1cc(C)n2nc(CCCO)nc2n1
→ -1.8, -12.7, -19.8, -5.6, 2.9, 15.4, -5.6, -4.0
16: CN(C)C(=O)[C@@H]1[C@@H](CO)[C@@H]2Cn3c(ccc(C4=CCCC4)c3=O)[C@@H]2N1Cc1ccccn1
→ 6.3, x, x, -5.0[16.7 µM], x, 9.2, 6.2, -1.2
17: COc1ccc(CCNC(=O)CCCc2nnc3n(C)c(=O)c4sccc4n23)cc1OC
→ 0.0, 6.4, -16.4, -1.3, -3.4, 7.1, -2.5, 2.9
18: Cc1cc(NC(=O)COC(=O)COc2ccc3c(c2)CCC3)no1
→ 6.8, 0.2, 1.7, 4.3, 1.3, x, x, x
19: Oc1ccc(-c2nc3cnccn3c2Nc2ccc3c(c2)OCCO3)cc1
→ -2.9, 7.8, -0.5, -1.3, -3.7, -45.8, 22.9, 1.4
20: S=C(NCCN1CCOCC1)Nc1cccc2ccccc12
→ 1.2, -25.6, -5.2, -1.5, -0.2, -6.3, x, x
21: COc1ccc(CN(C)C[C@H]2OCCCC[C@H](C)Oc3ccc(NS(=O)(=O)c4ccc(Cl)cc4)cc3C(=O)N([C@@H](C)CO)C[C@H]2C)cc1
→ 1.5, -12.7, -14.4, -4.4[16.7 µM], 3.4, -13.5, -1.6, -1.7
22: Cc1ccccc1CNC(=O)c1ccccc1N(C)S(=O)(=O)c1ccccc1
→ 4.5, -0.9, 6.3, 8.7, -1.7, 7.2, 5.2, 3.9
23: COc1ccc(C(OC(=O)c2ccco2)C(=O)NCc2ccco2)cc1 (configuration not stated)
→ 0.3, 3.9, -6.3, 0.4, -9.8, x, x, x
24: CCOc1cc(C(=O)N(CC)CC(=O)Nc2c(F)cccc2F)ccc1OCC(=O)N1CCCCC1
→ 0.3, -7.0, -1.1, 1.5, 9.5, -4.8, -11.4, -180.5
25: CCOC(=O)c1oc2ccccc2c1NC(=O)CN1CCN(C)CC1
→ -0.9, -12.0, 3.4, -3.1, -2.7, -3.4, x, -4.2
26: CC(C)(C)c1ccc(NC(=O)COC(=O)C2CCCC2)cc1
→ -1.2, 21.6, -37.1, -4.6, -0.1, 13.2, -16.9, -1.2
27: CO[C@@H]1CN(C)C(=O)c2cc(NC(=O)c3cc(C)on3)ccc2OC[C@@H](C)N(S(=O)(=O)c2cccc(F)c2)C[C@H]1C
→ -2.5, 1.4, 29.5, x, x, x, -5.8, -1.3
28: COc1ccc(Cl)cc1N(CC(=O)Nc1ccc2c(c1)OCO2)S(C)(=O)=O
→ -0.6, -5.7, -0.8, 14.0, 3.4, x, x, x
29: Cc1cc(C(=O)CCl)c(C)n1-c1cccc([N+](=O)[O-])c1
→ -0.7, -10.9, 21.6, -4.2, 5.5, 7.6, 14.8, 0.5
30: CC=Cc1ccc2n(c1=O)C[C@@H]1[C@@H](CO)[C@H](C(=O)Nc3ccc(-c4ccccc4)cc3)N(C(C)=O)[C@H]21 (mixture of isomers)
→ 2.5, x, -11.1, 1.4[16.7 µM], x, -6.2, -1.3, -1.2
31: COC(=O)CC(NC(=O)c1ccco1)c1cccc2ccccc12 (configuration not stated)
→ 2.9, 5.0, 14.9, -3.5, 1.4, x, x, x
32: COc1ccccc1NC(=O)N1CCCCN2[C@H](C1)[C@H](c1ccc(C#CC3CCCC3)cc1)[C@@H]2CO
→ -1.9, -2.4, 14.0, -0.8[16.7 µM], x, -9.7, 0.2, 0.2
33: CCC(=O)Nc1ccc2c(c1)C(=O)N(C)[C@H]1CC[C@H](CC(=O)Nc3ccc(C(C)C)cc3)O[C@@H]1CO2
→ -0.1, 7.3, -1.6, -25.0[16.7 µM], 9.5, -7.8, 4.3, -0.6
34: CC(=O)Nc1ccc(C(=O)OCc2ccc(Cl)cc2)cc1
→ -5.5, -2.9, -12.3, -2.6, 3.8, x, x, x
35: Cc1ccc(OCC(=O)NCc2ccccc2)c([N+](=O)[O-])n1
→ -8.6, 4.0, -15.7, 0.2, 3.4, -2.2, -8.9, 1.3
36: O=[N+]([O-])c1cccc(-c2c(-c3ccccc3)ncc3cc(F)ccc23)c1
→ 0.0, -0.8, -59.9, -12.2, -1.6, -22.5, -28.3, 0.5
37: COc1cc(/C=C2\SC(c3ccccc3)=NC2=O)cc(Cl)c1O
→ x, 2.3, -1.5, x, 3.4, 4.3, 16.5, 0.5
38: CCc1ccccc1NC(=S)N(CCCN1CCN(C)CC1)Cc1cccs1
→ 0.3, -2.0, 1.3, -1.2, -7.0, 6.2, 2.6, -3.4
39: CC(C)Cc1nc(N2CCCCC2)c(C#N)c2c1CCC2
→ 5.4, 2.3, 0.4, 0.8, -7.0, x, x, x
40: N#C[C@@H]1N[C@@H](CO)[C@@H]1c1ccccc1
→ -1.4, 5.5, -1.7, x, -1.3, 5.4, -3.8, -6.1
41: CCOC(=O)C1=C(N)OC2=C(C(=O)CCC2)C1c1ccc2c(c1)OCO2 (configuration not stated)
→ -5.6, -2.4, 8.3, 1.4, 1.4, 0.5, 9.7, -1.4
42: CO[C@@H]1CN(C)C(=O)c2ccc(NC(=O)C3CC3)cc2OC[C@H](C)N(CC2CC2)C[C@H]1C
→ 2.3, 0.9, -13.1, x, 0.9, -11.3, -1.9, -1.7
43: CNC[C@@H]1Oc2ccc(NS(=O)(=O)c3c(C)noc3C)cc2C(=O)N([C@H](C)CO)C[C@@H]1C
→ 4.4, 0.1, 1.5, 13.3[16.7 µM], -6.1, -12.0, 0.3, -0.3
44: COc1ccc(NC(=O)Nc2ccc3c(c2)C(=O)N([C@@H](C)CO)C[C@H](C)[C@H](CN(C)C(=O)CCC(F)(F)F)OCCCC[C@@H](C)O3)cc1
→ -0.7, 6.6, -16.0, 5.9[16.7 µM], x, -5.3, -14.2, x
45: Cc1ccc(C(=O)NN2CCOCC2)cc1[N+](=O)[O-]
→ 2.3, -4.8, -7.6, -4.7, 3.8, 0.0, -10.2, -1.4
46: CC(=O)N1[C@@H]2CC3C4CC=C5C[C@@H](O)CC[C@]5(C)C4CC[C@]3(C)[C@@]21C(C)=O (some centres not stated)
→ -1.3, x, 18.5, -0.1, -3.3, -1.1, x, x
47: O=C(NCc1ccc(C(F)(F)F)cc1)c1cccc2c(-c3cccnc3)coc12
→ -1.6, -5.3, -30.8, 3.9, 3.6, 9.1, -7.1, 4.0
48: COc1cc(C2C(C#N)=C(C)NC3=C2C(=O)c2ccccc23)cc(OC)c1OC (configuration not stated)
→ -1.9, 4.7, x, 34.4, x, 21.6, 39.0, 1.9
49: Cc1noc(C)c1COc1ccc(C(=O)Nc2nnc(CC(C)C)s2)cc1
→ -0.5, 4.4, 4.9, -10.4, -6.3, 8.6, 1.4, 1.3
50: COc1cc(OC)c2c(c1)S(=O)(=O)C(c1ccccc1)=C2N
→ x, -5.0, -12.9, x, -16.3, -6.6, -3.9, -1.2
51: CCOc1cc(/C=C(\C#N)C(=O)Nc2ccc(S(N)(=O)=O)cc2)ccc1OCCN1CCOCC1
→ 0.0, x, -4.7, x, 3.5, -1.0, 4.9, -1.7
52: O=C(O)c1ccc(COc2cccc(CO)c2)cc1
→ 1.7, -1.2, x, -3.2, x, -18.8, 2.5, 5.4
53: Cc1ccc(CN2C(=O)c3ccccc3C2c2nnnn2-c2ccc3c(c2)OCCO3)cc1 (configuration not stated)
→ x, x, 26.4, x, x, 11.6, -0.1, -0.3
54: Cn1c(=O)c2c(n(C)c1=O)=NC1(CCCCC1)N=2
→ 0.9, 2.1, 11.6, -8.2, -17.2, x, x, x
55: O=[N+]([O-])c1ccc2c(c1Nc1ccccc1Cl)=NC1(CCCCC1)N=2
→ -0.1, 7.6, 3.5, 7.0, -6.0, -7.5, 4.9, 5.3
